Compound activity as filed in PubChem.
HIF-2a block: HIF-2a inhibition; 786-0 RCC cells HIF-2a reporter, luciferase luminescence, overnight; inhibition, % at 18.8 µM; 0.72% of 360,000 active; AID 624352;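 active means inhibition of the luminescence signal of 40% or more relative to plate controls, in a single-dose primary screen at 18.75 µM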
Shn3 3UTR inh: Schnurri-3 reporter inhibition in Clone20 osteoblasts; 0.52% of 360,000 active; AID 588674; inhibition, % at 12.5 µM; Clone20 osteoblast Shn3 3'UTR firefly luciferase, 24 h;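 active means mean inhibition of at least 75% with every replicate also reaching 75%; inconclusive means mean inhibition at least 75% but some replicate below; inactive means mean inhibition below 75%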;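 further: 0% = median of neutral control wells and 100% = pilot-screen positive control compound; some compounds past the cut are filed as inactive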
TRPM1 prom inh: inhibitors of MITF-driven TRPM1 promoter in melanoma cells; SK-MEL-5 TRPM1 promoter luciferase, 24 h; inhibition, % at 12.5 µM; 0.83% of 330,000 active; AID 488899;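 active means mean inhibition across replicates of 60% or more, whatever share of single replicates reaches that level; inconclusive means some that reach 60%, reason not given; inactive means mean inhibition across replicates below 60%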; further: values of inactives mirror those of a sister screen read the other way
iPSC survival up: increases survival of single human iPS cells; hiPSC single-cell survival, ATPlite luminescence; 100% = ROCK inhibitor wells, 0% = DMSO; survival enhancement, % at 20 µM; 0.044% of 360,000 active; AID 602274; in the data active means survival enhancement above about 18%;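 further: cells exposed to compounds for 16 hours before the ATP read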
KKLEB cytotox: counter-screen for CF NF-kB inhibitors: cytotoxicity | activity change (cytotoxicity), % at 5 µM | KKLEB CF airway cells viability, ATPlite luminescence, overnight; stronger effect = lower value; cells stimulated with P. aeruginosa culture filtrate | 0.36% of 360,000 active | AID 602141;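 active means corrected activity change at or below -50% at 5 µM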
LMP1 NFkB inh: inhibitors of Epstein-Barr LMP1-induced NF-kappaB reporter. LMP1-induced NF-kappaB luciferase reporter cells, luminescence. inhibition, % at 12.5 µM. 0.69% of 350,000 active. AID 504558; in the data active means inhibition above about 41%; inconclusive means no clear call, values can overlap the other calls;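 further: 0% = neutral control wells and 100% = reference inhibitor control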
NR2E3 ag-1: human photoreceptor-specific nuclear receptor agonism. inhibition of corepressor binding, % at 3.98 µM. CHO-S Gal4-NCOR/VP16-NR2E3 two-hybrid, luciferase. AID 602229. 0.35% of 360,000 active;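 active means inhibition above the mean of all tested compounds plus 3 SD, cut at about 70% in these data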;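 further: 0% = DMSO with NR2E3 transfected cells and 100% = cells lacking NR2E3 construct; higher means lower luciferase signal from less NR2E3 corepressor binding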
Target sequence (Q9Y5X4 whole entry, looked up, the tested form may be a part): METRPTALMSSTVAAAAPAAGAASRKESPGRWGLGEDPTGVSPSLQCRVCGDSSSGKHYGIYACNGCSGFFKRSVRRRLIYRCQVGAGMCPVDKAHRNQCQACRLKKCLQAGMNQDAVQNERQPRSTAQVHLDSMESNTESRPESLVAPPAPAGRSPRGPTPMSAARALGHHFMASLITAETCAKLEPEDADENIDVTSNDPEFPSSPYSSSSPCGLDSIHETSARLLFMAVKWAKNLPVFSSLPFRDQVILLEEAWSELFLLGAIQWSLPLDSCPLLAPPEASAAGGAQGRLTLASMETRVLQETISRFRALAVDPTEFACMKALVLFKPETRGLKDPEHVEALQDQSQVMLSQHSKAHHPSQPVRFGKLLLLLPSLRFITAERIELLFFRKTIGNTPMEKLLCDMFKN
NR2E3 ag-2: agonists of human nuclear receptor NR2E3; GST-NR2E3/biotin-RetCOR TR-FRET, 1536-well; AID 2300; inhibition of corepressor binding, % at 4.78 µM; 0.12% of 320,000 active; Q9Y5X4;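 active means percent inhibition above the cutoff of mean plus 3 SD of all tested compounds, set per screening campaign, cut at about 20% in these data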;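 further: 0% = DMSO wells and 100% = biotin wells as full block of FRET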
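System: GST-tagged NR2E3 plus biotinylated RetCOR corepressor; Amount: 1.35 nM GST-tagged NR2E3 final; Dosing: single nominal compound dose of 4.8 µM; Schedule: 5 h incubation at 4 °C; Technique: TR-FRET with europium anti-GST and streptavidin-D2, 340 nm excitation; Controls: biotin wells as high control, 0.6% DMSO wells as low control.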
C8 TRAIL sens: caspase-8 TRAIL sensitization; NB7+C8 cells + TRAIL, ATPlite viability luminescence; inhibition (viability loss, TRAIL sensitization), % at 10 µM; 1% of 360,000 active; AID 624354;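 active means compounds causing at least 50% loss of cell viability in the single-dose screen, relative to plate controls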
Peg3 promoter: Peg3 promoter activity inhibition; inhibition, % at 20 µM; 1.7% of 360,000 active; HeLa PEG-Prom luciferase reporter, luminescence, overnight;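 active means inhibition of at least 50% at 20 µM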
CF NFkB block: cystic fibrosis NF-kB activation inhibition; KKLEB NF-kB-GFP reporter, PAF-induced, GFP fluorescence overnight; inhibition, % at 5 µM; 0.86% of 360,000 active; AID 588850;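 active means at least 50% inhibition at 5 µM, scaled per plate between neutral and stimulator controls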;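 further: PAF is a Pseudomonas aeruginosa culture filtrate used as stimulus; plate controls were PAF-stimulated DMSO wells for no effect and unstimulated DMSO wells for full effect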
Starred values were filed as active, the others as inactive; u = inconclusive; x = not tested or not shown. Not all compounds are listed, so the mix of outcomes need not match the whole.

SMILES	HIF-2a block	Shn3 3UTR inh	TRPM1 prom inh	iPSC survival up	KKLEB cytotox	LMP1 NFkB inh	NR2E3 ag-1	NR2E3 ag-2	C8 TRAIL sens	Peg3 promoter	CF NFkB block
Cc1ccc(C2(C)NC(=O)N(CC(=O)Nc3ccc4c(c3)OCO4)C2=O)cc1 (stereo not given)	10	9	4	0.7	0	-37	-30	0	4	15	3
O=C(C1CCC(=O)N(C2CC2)C1)N(CCO)Cc1ccccc1 (stereo not given)	-12	-37	9	-0.5	7	0	-15	-1	-27	-11	2
O=C(O)CCc1nc2ccccc2n(CCc2ccccc2)c1=O	10	24	8	4.9	14	4	-6	-2	4	14	-10
CC(=O)Nc1ccc(S(=O)(=O)Nc2nnc(C(C)C)s2)cc1	19	-8	13	0.8	-1	-6	6	0	-11	7	-8
CCCc1c(C)nn(C(=O)/C(C#N)=N/Nc2ccccc2[N+](=O)[O-])c1C	3	5	5	-2.2	13	4	-12	-1	-6	-2	13
CCOC(=O)[C@H]1[C@H]2COc3ccc(Br)cc3[C@@H]2N2C(=O)c3cc(Br)ccc3NC(=O)[C@@]12C	-5	2	6	-1.0	-5	-1	-3	0	7	9	-6
CC(=O)C1=C(O)C(=O)N(Cc2ccccc2)C1c1ccc(N(C)C)cc1 (stereo not given)	26	7	x	-0.6	-1	6	-6	3	-27	-2	14
CCOc1ccc(NC(=O)c2nccnc2CO)cc1	-234	-86	-50	-2.2	-7	-6	-102	1	49	-187	3
N#Cc1ccccc1S(=O)(=O)N1CCN(C(=O)c2cccc(S(=O)(=O)N3CCCC3)c2)CC1	-4	6	-2	-0.4	-1	0	-16	x	-5	11	5
Cc1ccc(-n2c(SCC(=O)OC(C)C)nnc2-c2ccncc2)cc1	6	1	8	-3.7	-3	-1	21	8	3	1	-10
Cc1ccc(OCCSc2nc3ccccc3n2CC(=O)O)cc1	2	6	16	1.6	0	-6	-28	3	-14	0	-10
CC(=O)c1ccc(NC(=S)N2CCCC(CO)C2)cc1 (stereo not given)	-84	-17	-9	-1.6	-12	-3	-6	-4	19	-78	11
COc1cccc(NC(=O)CN(C)C(=O)C(CCSC)NC(=O)c2ccco2)c1 (stereo not given)	10	-3	x	-0.1	8	2	-23	0	8	-9	15
Cc1ccc(C)c(Cn2c3ccccc3c3cnn(CC(=O)NCCCN4CCCCC4)c(=O)c32)c1	19	3	u	0.2	0	-5	4	1	10	86*	5
Cc1cccc(-c2nnc(NC(=O)c3ccc(N4C(=O)CCC4=O)cc3)s2)c1	2	14	5	-0.6	3	1	-25	-11	6	4	6
O=C(N/N=C/c1coc2ccccc2c1=O)c1cccc([N+](=O)[O-])c1	6	-8	-8	0.2	5	3	1	-3	3	7	18
CCC(C)(C(=O)NC1CCCCC1)N(C(=O)c1ccccn1)c1ccccc1 (stereo not given)	3	6	-3	-1.9	-1	2	-13	-4	-16	11	2
Cc1ccc2c(c1)c1c(c(=O)n(-c3ccccc3)c(=O)n1CC(=O)NCC1CCCO1)n2C (stereo not given)	17	-8	2	-0.3	-1	-2	-2	5	-14	-10	-15
COc1ccc(NS(=O)(=O)c2cccc(C(=O)N3CCCCCC3)c2)cc1	6	-3	7	0.6	-6	2	-1	-2	12	-12	16
CCOC(=O)C1=C(C)OC(N)=C(C#N)C1c1ccsc1 (stereo not given)	2	-20	0	4.0	5	3	3	-1	10	12	-12
CCC(C)(C)n1nnnc1C(c1ccc(C)cc1)N1CCN(Cc2cccnc2)CC1 (stereo not given)	4	0	6	-0.5	16	3	-15	1	-11	1	-6
Cc1c(C(=O)N(C)CCC#N)oc2ccc(S(=O)(=O)N3CC(C)CC(C)C3)cc12 (stereo not given)	12	23	2	0.1	20	5	14	-2	9	8	-18
S=c1[nH]nc(-c2ccccc2)o1	0	-8	3	-0.5	-3	5	1	2	-7	-2	2
Cc1nn(C)cc1S(=O)(=O)N1CCN(c2cccc(Cl)c2)CC1	12	2	0	-0.3	-3	-8	-14	2	-15	29	6
CN1CCN(c2oc(-c3cccs3)nc2S(=O)(=O)c2ccccc2)CC1	5	-2	4	-1.2	0	-2	5	0	4	18	-8

The last 3 records of the section before come first, to join the parts.
SMILES	HIF-2a block	Shn3 3UTR inh	TRPM1 prom inh	iPSC survival up	KKLEB cytotox	LMP1 NFkB inh	NR2E3 ag-1	NR2E3 ag-2	C8 TRAIL sens	Peg3 promoter	CF NFkB block
S=c1[nH]nc(-c2ccccc2)o1	0	-8	3	-0.5	-3	5	1	2	-7	-2	2
Cc1nn(C)cc1S(=O)(=O)N1CCN(c2cccc(Cl)c2)CC1	12	2	0	-0.3	-3	-8	-14	2	-15	29	6
CN1CCN(c2oc(-c3cccs3)nc2S(=O)(=O)c2ccccc2)CC1	5	-2	4	-1.2	0	-2	5	0	4	18	-8
CC(=O)Nc1ccc(C2=NN(C)C(=NCc3ccccc3)SC2)cc1	-109	3	-5	1.8	0	-9	11	3	9	-43	3
COc1cccc(C(=O)N2CCN(C3CCC(c4ccccc4)CC3)CC2)c1 (stereo not given)	11	x	1	1.0	-5	12	5	x	-4	23	10
O=C(CN1C(=O)S/C(=C/c2ccc(N3CCOCC3)cc2)C1=O)N1CCOCC1	-106	-32	-35	-2.6	-9	-8	-28	-2	61*	-152	-2
CC1=CCC2C(=O)N(c3nc(C)cc(C)n3)C(=O)C2C1 (stereo not given)	10	-15	1	-1.7	-24	3	-13	1	-14	9	-1
COc1ccc(-c2cccc(NC(=O)c3cccs3)c2)nn1	-10	15	-5	2.0	3	4	-19	-3	13	9	-2
C/C(=N\N=c1/sc2ccccc2n1C)c1ccccn1	-276	-90	-68	-2.7	4	-6	-93	1	2	-197	-22
COc1ccc(C2/C=C\CN(Cc3ccncc3)CC(=O)N2Cc2ccc(F)cc2)cc1 (stereo not given)	0	-3	3	1.6	12	-2	10	-1	-6	-2	-14
CCOC(=O)C1CCN(CCC(=O)Nc2ccc(Br)cc2)CC1	11	10	-10	-0.7	-14	-3	17	-4	-17	-2	6
CCOc1ccc(N2C(=O)c3cccnc3C2=O)cc1	6	-11	-13	-1.3	3	3	-10	4	15	4	7
Cc1nn(-c2ccc(F)cc2)c(C)c1CN1CCN(Cc2ccccc2)C(CCO)C1 (stereo not given)	12	20	14	0.2	8	5	-8	0	6	12	16
O=C(NCc1cccc(C(F)(F)F)c1)c1cc(Cl)ccc1Cl	2	12	1	3.4	9	10	5	1	5	-4	-13
O=C(Nn1c(O)c(C=C2N=c3ccccc3=N2)sc1=S)c1ccccc1Cl	-31	-5	7	1.0	-1	7	15	-7	-11	11	2
COc1ccc(N/C=C/C(=C(C#N)C#N)N(C)C)cc1	1	-1	0	0.2	5	2	-21	2	-12	-13	-19
COc1ccccc1OCCC(=O)OCC(=O)Nc1ccc(Br)cc1	9	-5	-6	0.9	1	-1	-5	0	3	9	2
O=C(NNC(=O)C1CC1)Nc1ccc(Cl)cc1	-52	-7	3	-0.2	16	-5	-15	x	-19	-26	-22
Cc1ccc(N2CC(C(=O)N(C)CC(=O)Nc3ccc(Cl)c(C(F)(F)F)c3)CC2=O)cc1 (stereo not given)	4	36	11	-0.5	-9	-2	-28	-4	9	32	23
Cc1cc(-c2nnc(CCC(=O)NCc3ccc(F)c(F)c3)o2)no1	3	-3	14	3.4	-5	-16	-17	-2	-4	9	-2
CCCSc1nnc(CSc2nc3ccccc3s2)n1-c1ccccc1	10	87*	14	-2.2	-5	8	47	-3	-13	30	9
Cc1nn(C(C)(C)C)c(OC(=O)c2ccc3c(c2)OCO3)c1Sc1ccccc1	21	12	5	2.5	-1	2	-29	2	13	32	38
Cc1cccc[n+]1CC(=O)c1ccc([N+](=O)[O-])cc1	-49	-45	32	-0.8	24	-5	3	x	2	-55	-32
Cc1cc(C(=O)COC(=O)c2cccnc2Cl)c(C)n1CC1CCCO1 (stereo not given)	-13	56	58	-0.7	-18	65*	60	9	16	48	-4
Cc1ccc(-c2nn(C)c(=O)c3ccccc23)cc1CN1CCOCC1	14	15	3	-3.0	6	4	-20	2	-7	-3	-17
CCOC(=O)Cn1cc(C(=O)c2ccco2)c2ccccc21	12	17	-5	-2.0	4	8	-6	1	-3	12	-8
CN(C)c1ccc(N2C(=NC(=O)C3CCCO3)SC3CS(=O)(=O)CC32)cc1 (stereo not given)	-18	-33	-22	0.8	2	-12	-5	-2	-5	-27	-2
Cc1ccc2nc(NC(=O)CCNS(=O)(=O)c3cccs3)sc2c1	-117	19	-40	0.4	8	1	-26	0	11	-59	8
Additional structures:
SMILES	HIF-2a block	Shn3 3UTR inh	TRPM1 prom inh	iPSC survival up	KKLEB cytotox	LMP1 NFkB inh	NR2E3 ag-1	NR2E3 ag-2	C8 TRAIL sens	Peg3 promoter	CF NFkB block
O=C(Nc1nc2ccccc2[nH]1)c1ccc(OC(F)F)cc1	-70	11	1	-0.7	-24	-2	-143	1	83*	-116	-4
CC1(C)CC(=O)C2=C(C1)N(N1CCOCC1)C(N)=C(C#N)C2c1cccs1 (stereo not given)	13	-15	-6	-0.3	-10	-1	-18	-1	-12	1	-2
Cc1ccc(C(CNS(=O)(=O)c2ccc(Br)cc2)N2CCN(C)CC2)cc1 (stereo not given)	19	5	80*	1.5	-16	-4	-17	6	-1	1	17
O=C(N=C1SC2CS(=O)(=O)CC2N1c1ccccc1)C1CCCCC1 (stereo not given)	1	-8	1	-0.3	7	-2	22	-1	2	13	-11
N#Cc1ccc(NC(=O)CN2C(=O)NC(Cc3ccccc3)C2=O)cc1 (stereo not given)	17	4	-2	5.9	-9	0	-13	0	8	-3	0
CC1CCN(C(=O)c2ncn3c2c(=O)[nH]c2cccnc23)CC1	-4	-20	x	-1.0	2	-5	-8	x	-1	-3	-3
CCCn1c(SCC(=O)Nc2ccc(NC(C)=O)cc2)nc2c1c(=O)n(C)c(=O)n2C	17	-24	2	0.2	3	3	-1	1	-8	21	-7
CCN(CC)S(=O)(=O)c1cccc(C(=O)NC(C(=O)NCCc2ccccn2)C(C)C)c1 (stereo not given)	6	-2	2	-1.5	-2	-9	15	x	-7	19	8
Cc1oc2ccc(OCc3ccc(Br)cc3)cc2c1C(=O)O	5	-5	-2	0.4	-3	2	-70	1	-17	0	0
c1ccc2c(CN3CCOCC3)csc2c1	12	1	7	-0.6	1	2	-14	2	-7	-2	-8
Cn1c(N)c(C(=O)COC(=O)c2ccc3ccccc3c2)c(=O)n(C)c1=O	-26	-14	7	0.6	13	7	-23	x	-10	-16	-7
CON=C1CCN(c2ncc(C(F)(F)F)cc2Cl)CC1	-5	-4	-10	-1.3	-10	8	-16	-2	16	-30	-12
COC(=O)C/C=N/N=C1/NC(=O)/C(=C/C(=O)O)S1	15	x	-1	1.0	0	-1	2	2	-5	7	2
